# Compound activity deposited in PubChem BioAssay by several laboratories.
# MCL1-BIM inh – inhibitors of MCL1 binding to BIM-BH3, primary screen, biochemical, fluorescence polarization | Induced myeloid leukemia cell differentiation protein Mcl-1 (Homo sapiens), Q07820 | GST-MCL1 / FITC-Bim-BH3 fluorescence polarization | inhibition, % at 10.9 µM | 320,000 tested, 0.68% active | AID 2057, 2009;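 active = inhibition above the mean inhibition of all tested compounds plus 3 SD, set per campaign, cut at about 40% in these data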;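 note: 0% = DMSO wells and 100% = unlabeled Bim-BH3 peptide control; higher means more loss of mP so more displacement of Bim peptide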
# GRK2 inh – compounds blocking aptamer binding on GRK2 – biochemical, human GRK2, bead flow cytometry, HTS, primary screen; FAM-aptamer displacement from GRK2; inhibition of aptamer binding, % at 10 µM; 330,000 tested, 0.59% active; AID 488847, 2010;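 active = inhibition of aptamer binding above 40%, roughly 3 SD of noise, on plates passing a quality check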;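 note: median bead fluorescence of bound FAM aptamer so fluorescent compounds give negative values; no value below 0 was filed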
# Target sequence (P25098 whole entry, looked up): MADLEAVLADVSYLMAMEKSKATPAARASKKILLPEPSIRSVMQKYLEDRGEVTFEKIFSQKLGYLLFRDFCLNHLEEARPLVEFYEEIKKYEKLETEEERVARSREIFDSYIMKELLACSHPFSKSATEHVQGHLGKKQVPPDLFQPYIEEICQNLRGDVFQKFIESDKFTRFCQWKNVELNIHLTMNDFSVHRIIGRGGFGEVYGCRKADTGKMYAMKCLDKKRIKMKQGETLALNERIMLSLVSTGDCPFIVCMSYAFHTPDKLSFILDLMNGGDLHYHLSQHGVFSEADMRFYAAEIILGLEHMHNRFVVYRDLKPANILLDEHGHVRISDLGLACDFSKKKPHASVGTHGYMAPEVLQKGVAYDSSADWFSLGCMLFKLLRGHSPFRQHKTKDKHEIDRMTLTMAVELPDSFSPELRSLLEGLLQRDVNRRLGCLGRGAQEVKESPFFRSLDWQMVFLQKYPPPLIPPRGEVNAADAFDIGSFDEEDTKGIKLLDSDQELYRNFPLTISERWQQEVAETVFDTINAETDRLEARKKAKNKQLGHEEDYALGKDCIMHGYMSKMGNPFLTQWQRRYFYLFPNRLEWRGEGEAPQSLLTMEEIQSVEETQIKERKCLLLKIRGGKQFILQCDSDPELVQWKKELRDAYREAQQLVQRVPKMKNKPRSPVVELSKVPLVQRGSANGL
# VLA-4 inh – inhibition in human VLA-4 binding assay, primary screen, VLA-4 allosteric modulator project, MLPCN library, flow cytometry, VLA-4 expressing cells; AID 2557, 2010; ligand binding flow cytometry; inhibition, % (about 7 µM as worked out from the volumes in the protocol); 330,000 tested, 0.2% active; Integrin alpha-4 (Homo sapiens), P13612; in the data active = inhibition above about 50%
# Bcl-xL primary – inhibitors of human Bcl-xL, primary screen, biochemical, fluorescence polarization, HTS | 320,000 tested, 0.7% active | inhibition, % at 10.9 µM | AID 2129, 2009 | GST-Bcl-xL / FITC-Bim BH3 peptide fluorescence polarization;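 active = inhibition above the mean of all tested compounds plus 3 SD, cutoff set per campaign, cut at about 30% in these data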;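 note: 0% = DMSO wells and 100% = unlabeled Bim-BH3 peptide competitor; inhibitors lower millipolarization by displacing the labeled peptide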
# Target sequence (Q07817 whole entry, looked up): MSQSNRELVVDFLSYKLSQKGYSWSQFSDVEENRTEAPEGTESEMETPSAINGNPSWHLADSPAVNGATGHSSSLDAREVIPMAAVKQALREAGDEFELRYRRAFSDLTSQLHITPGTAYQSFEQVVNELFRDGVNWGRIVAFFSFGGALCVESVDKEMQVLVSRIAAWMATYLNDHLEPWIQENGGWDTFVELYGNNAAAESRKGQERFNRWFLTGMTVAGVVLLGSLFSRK
# GLD-1 TGE inh – GLD-1/TGE RNA complex disruptors, primary screen, biochemical, fluorescence polarization; purified GLD-1 + fluorescein TGE RNA; inhibition, % at 5.96 µM; 320,000 tested, 0.44% active; AID 2280, 2010;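 active = percent inhibition above a per-plate cutoff, the plate mean of test compounds plus 3 SD, cut at about 30% in these data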;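 note: 0% = DMSO wells with GLD-1 and probe and 100% = wells lacking GLD-1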
# MEX-5 binding – MEX-5 zinc finger RNA-binding disruptors – biochemical, C. elegans, fluorescence polarization, MLPCN library, primary screen. Zinc finger protein mex-5 (Caenorhabditis elegans), Q9XUB2. MEX-5/FITC-TCR2 RNA binding; active compounds read low. 300,000 tested, 0.38% active. AID 1832, 2009. activity score (negative = inhibition of binding), % at 10 µM;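 active = inhibition past about -25% in most replicates, and total fluorescence under double the plate's negative control median, limit read from the data; inconclusive = replicates evenly split on the limit, or fluorescence at least double controls; inactive = too little inhibition in most replicates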;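 note: 0% = DMSO and -100% = 5 µM competing unlabeled TCR2 RNA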
# CR mimetic SO – reduction of superoxide in aged yeast, primary screen, HTS; 330,000 tested, 0.18% active; superoxide response (% of plate mean), % at 10 µM; AID 2690, 2010; S. cerevisiae aged cells, superoxide DHE fluorescence; active compounds read low;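 active = superoxide response under a set limit, about three screen SD below normal, cut at about 65% in these data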;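 note: yeast aged for seven days with compound at 30 °C before DHE staining; 100% = average MFI of all compound-treated wells on the plate with controls excluded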
# CIT2 TOR yeast – modulators of CIT2-GFP expression in yeast, primary screen, S. cerevisiae, GFP fusion, multiplex flow cytometry, MLPCN library; S. cerevisiae CIT2-GFP strain, 3 h; 100 means same as DMSO wells; GFP response vs DMSO, % at 10 µM; 320,000 tested, 0.065% active; AID 2029, 2009;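 active = GFP response relative to DMSO above a set limit, near the screen mean plus 3 SD, cut at about 150% in these data; inconclusive = Fewer than 70 cells measured for a yeast strain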;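 note: ratio of well median GFP fluorescence to mean of DMSO wells on the plate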
# AGP1 TOR yeast – modulators of AGP1-GFP expression in yeast TOR pathway, primary screen, cell-based, multiplex flow cytometry, S. cerevisiae, MLPCN library; 3 h; GFP as percent of DMSO wells; AID 2066, 2009; 320,000 tested, 0.02% active; GFP response vs DMSO, % at 10 µM;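 active = GFP response relative to DMSO above a set limit, near screen average plus 3 SD, cut at about 150% in these data; inconclusive = fewer than 70 cells counted for the yeast strain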;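 note: median GFP channel fluorescence of the gated AGP1 strain per well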
# Starred values were filed as active, the others as inactive; ? = inconclusive; · = no result given.
# Fields: MCL1-BIM inh	GRK2 inh	VLA-4 inh	Bcl-xL primary	GLD-1 TGE inh	MEX-5 binding	CR mimetic SO	CIT2 TOR yeast	AGP1 TOR yeast
> CSc1nnc2c(n1)c(C)nn2-c1cccc(C)c1
 : 0	15	1	2	-4	-1.7	99	102	103
> Cc1ccc(Cn2ccc(NC(=O)C3C4CCC(C4)C3C(=O)O)n2)cc1 (centres undefined)
 : 3	0	5	3	6	0.3	95	117	101
> CCN=C1S/C(=C\c2cn(CC)c3ccccc23)C(=O)N1CC
 : -2	0	5	0	-2	1.0	93	106	103
> Clc1ccc(CONc2ncnc3nonc23)c(Cl)c1
 : 7	2	15	4	7	2.0	114	102	95
> O=[N+]([O-])c1ccc2c(c1)C=C1CCCCC1(N1CCCC1)O2 (centres undefined)
 : 7	0	13	-5	2	0.9	105	110	102
> COc1ccc(S(=O)(=O)N(C)CC(=O)N2CCCC2)cc1OC
 : 7	2	-11	0	-5	-0.7	113	116	108
> CCOc1ccc(C(=O)C[n+]2ccc(C(=O)NCc3ccccc3)cc2)cc1
 : 4	0	15	-1	-6	-1.3	92	85	87
> CC1(c2ccc3ccccc3c2)NC(=O)N(CC(=O)NCC(C)(C)N2CCOCC2)C1=O (centres undefined)
 : 6	3	7	5	5	0.7	97	98	107
> CCc1nc(Nc2ccc3nccnc3c2)c2oc3ccccc3c2n1
 : 16	4	-11	15	7	-8.2	96	90	100
> CC1(C(=O)NC(=S)N(Cc2ccccc2)c2ccccn2)CC1(Cl)Cl (centres undefined)
 : 1	3	-18	-2	-1	-1.4	87	95	95
> COc1ccc(CCNC(=O)C2CCN(S(=O)(=O)c3cccc4nonc34)CC2)cc1OC
 : -2	3	-3	-5	-9	0.6	101	93	94
> CC(=O)N(c1nnc(-c2cccc(C)c2)s1)C1CCCC1
 : -4	3	1	-3	0	0.4	102	92	97
> CC1=C(n2nnc([N+](=O)[O-])n2)C(c2cccnc2)C(C#N)=C(N)O1 (centres undefined)
 : 5	0	20	9	2	-5.1	145	103	92
> COCCN(C(=O)COC(=O)c1cc2ccccc2cc1OC)c1c(N)n(Cc2ccccc2)c(=O)[nH]c1=O
 : -10	0	5	0	3	-4.4	107	95	106
> Cc1ccc(C)c(NC(=O)CCN2CCCCC2)c1
 : 5	2	3	3	3	-0.7	93	102	98
> CC1CCN(c2nc3c(=O)[nH]c(N)nc3n2[C@@H]2O[C@H](CO)[C@@H](O)[C@H]2O)CC1
 : 3	2	-6	0	-2	1.0	83	?	?
> Cc1ccc(C(=O)OCC(=O)N2CCC(c3ccccc3)=N2)c(C)c1
 : 2	0	0	-3	3	0.2	95	101	104
> CCOC(=O)c1nc(C)nc(Sc2n[nH]c(-c3cc(Cl)cc(Cl)c3)n2)c1C
 : 6	0	4	6	-8	2.6	103	93	104
> Cc1ccc(NC(=O)CSc2ncccn2)c([N+](=O)[O-])c1
 : 2	0	0	-4	1	-3.2	108	·	88
> CC(C)(C)NC(=O)NC(=O)CN1CCN(c2ncc(C(F)(F)F)cc2Cl)CC1
 : 1	4	18	5	6	0.5	103	95	106
> CCOC(=O)N1CCN=C1SCc1ccc(C(F)(F)F)cc1
 : -6	2	-15	6	5	-1.3	100	101	89
> COc1ccc(NC(=S)NCCSc2ccc(C)cc2)c(OC)c1
 : 5	1	3	3	4	-1.8	92	93	98
> CC(=O)N1CCC(=NNc2nc3ccccc3s2)CC1
 : 5	4	-3	-1	9	1.6	95	101	93
> CCOC(=O)CC1C(=O)NCCN1S(=O)(=O)c1ccc(Cl)cc1Cl (centres undefined)
 : 9	0	12	2	4	2.8	98	95	100
> O=C(NC1CCCCCC1)C1CCN(c2nc3ccccc3o2)CC1
 : 2	0	1	-3	1	·	92	99	99
> COc1ccc(NCc2ccc([N+](=O)[O-])s2)c(OC)c1
 : 1	2	3	7	-1	·	91	79	98
> COc1ccc(CNC(=O)COC(=O)c2ccccc2OCC(=O)Nc2ccc(SC(F)F)cc2)cc1
 : -2	5	3	1	-5	-1.9	100	98	101
> COCc1ccc(C(=O)N(C)C2CCCN(Cc3ccccc3F)C2)o1 (centres undefined)
 : 1	0	-6	3	2	2.6	91	92	94
> CCOc1ccc(NC(=S)N2CCC(C(N)=O)CC2)cc1
 : 11	2	27	8	-8	0.5	102	102	103
> CCc1ccc(/C=N/Nc2ncnc3nc[nH]c23)cc1
 : 6	2	12	6	-3	-2.6	82	107	107
> O=C1CSC(c2ccccc2F)N1CCN1CCCCC1 (centres undefined)
 : 5	0	40	7	8	-1.8	89	104	101
> O=C1CCN(Cc2ccccc2)CCN1[C@H](CSc1ccccc1)Cc1ccccc1
 : 0	6	0	2	7	0.9	95	70	76
> COc1ccc2ncn(-c3ccccc3)c2c1
 : 6	2	4	-1	16	0.7	100	95	100
> CN(Cc1ccc(F)cc1Cl)S(=O)(=O)c1cccs1
 : -11	2	14	-13	-3	1.1	95	103	95
> Cc1nn(-c2ccc(Cl)cc2)c(NC(=O)C(C)C)c(-c2ccccc2)c1=O
 : 6	0	5	11	7	2.2	100	97	101
> COc1cccc(C(C(=O)NCc2ccco2)N(C(=O)Cn2nnc3ccccc32)C2CC2)c1OC (centres undefined)
 : 6	2	14	8	0	-0.9	102	89	88
> COc1ccccc1Nc1ccc(C(=O)NCc2cccs2)cn1
 : 1	0	15	2	-1	0.2	104	83	91
> CCN1C(=O)/C(=C\c2cccn2-c2ccc([N+](=O)[O-])cc2)N(CC)C1=S
 : -2	0	5	-4	-3	1.1	93	102	98
> COc1ccc(NC(=O)CSc2ccc3nnc(-c4cccnc4)n3n2)cc1OC
 : -2	0	25	8	0	3.9	94	104	103
> CCn1c2ccccc2c2cc(/C=N/n3c(-c4cc(C)[nH]n4)n[nH]c3=S)ccc21
 : -12	4	6	-32	-8	-0.5	106	94	102
> COc1ccc(S(=O)(=O)NNC(=O)c2cc3ccccc3o2)cc1
 : -7	0	22	1	-5	1.9	99	101	95
> Cc1nc(N)sc1-c1csc(Nc2ccc(Cl)cn2)n1
 : 6	0	-10	9	0	-0.3	103	93	96
> Cc1cc(=O)c2c(o1)CC(C)(C)CC2=O
 : 5	1	5	12	8	-1.4	90	104	103
> NS(=O)(=O)c1cccc(NC(=O)C2CC(=O)N(Cc3ccco3)C2)c1 (centres undefined)
 : 1	0	1	0	0	-1.2	88	97	102
> Cc1cccc(CC(=O)N2CCN(C(=O)c3ccco3)CC2)c1
 : 7	5	3	6	6	1.7	103	103	102
> Cc1ccc(-n2c(=O)c3sccc3n(CC(=O)N3CCCC3)c2=O)cc1
 : -3	1	-2	-1	-7	-0.2	119	92	91
> COc1ccc(OC)c(C2NC(=S)NC(C)=C2C(=O)Nc2ccccn2)c1 (centres undefined)
 : 13	1	6	3	9	-0.1	89	106	102
> Cc1cc(C)c(NC(=O)CN2CCC(NC(=O)NC3CCCCC3)CC2)c(C)c1
 : 6	0	7	3	-8	0.9	109	83	92
> COc1cc(/C=N/NC(=O)COc2cc(C)cc(C)c2)ccc1OS(=O)(=O)c1ccc(C)cc1
 : 5	3	8	1	3	1.0	101	90	110
> Cn1cc(S(=O)(=O)N2CCN(Cc3ccccc3)CC2)c(=O)n(C)c1=O
 : 6	0	4	0	-1	-0.8	86	95	92
> OC[C@H]1O[C@H](OC[C@H]2OC(O)[C@H](O)[C@@H](O)[C@@H]2O)[C@H](O)[C@@H](O)[C@@H]1O (some centres undefined)
 : 11	0	19	4	5	·	121	94	99
> O=C(NNC(=O)c1nn(-c2ccc(F)cc2)ccc1=O)c1ccccc1Cl
 : 4	2	16	0	1	1.7	95	107	120
> O=C1CSC(c2ccc(F)c(F)c2)N1c1ccccc1F (centres undefined)
 : -1	6	13	3	4	-2.2	89	104	98
> CSc1ccccc1N1CCN(C(=O)Nc2ccc3c(c2)NC(=O)CO3)CC1
 : 12	3	-4	5	4	0.6	91	95	104
> Cc1csc(=Nc2cccnc2)n1CC1CCCCC1
 : 5	2	0	4	-2	2.1	91	98	100
> O=C(OCC(=O)N1CCN(c2ccccc2)CC1)c1cccc(Cl)c1
 : 5	1	20	6	7	-3.1	101	86	94
> CN1C(=O)[C@@H]2[C@@H]3C[C@@H]([C@H]4ON=C(c5ccccc5OCC#N)[C@@H]34)[C@@H]2C1=O
 : -1	0	3	-3	2	·	101	99	111
> CCOc1ccc(N(CC(=O)Nc2ccc(C)cc2)S(C)(=O)=O)cc1
 : 10	0	-1	5	2	2.6	106	92	103
> Cn1c(CC(=O)Nc2ccc(Cl)c(Cl)c2)nnc1SCC(=O)NCc1ccccc1
 : 22	0	5	-3	-7	0.2	90	97	98
> Clc1ccc(-c2cc3ccccc3[nH]2)cc1
 : 9	4	-1	7	1	-2.7	91	96	100

# Continuation.
# Fields: MCL1-BIM inh	GRK2 inh	VLA-4 inh	Bcl-xL primary	GLD-1 TGE inh	MEX-5 binding	CR mimetic SO	CIT2 TOR yeast	AGP1 TOR yeast
> CCOc1ccccc1C(=O)N[C@H](C(=O)OCc1cc([N+](=O)[O-])cc2c1OCOC2)C(C)C
 : 2	0	7	2	5	-2.3	93	108	105
> O=C1NCCCC1C(=O)NCCN1C(=O)CCC1=O (centres undefined)
 : -3	3	13	-1	8	1.0	98	108	99
> Cc1ccc(/C=N/N2CCN(Cc3cccc4ccccc34)CC2)o1
 : -2	0	13	-2	6	0.8	85	89	88
> COc1ccc(Cc2nnc(NC(=O)C3CC(=O)N(c4ccc(OC)cc4)C3)s2)cc1 (centres undefined)
 : -3	3	11	2	5	2.5	102	94	93
> CCN(CC)S(=O)(=O)c1ccc(N2CCOCC2)c(NC(=O)C(=O)c2c(-c3ccccc3)cc3ccccn23)c1
 : 0	0	-2	2	3	0.3	101	100	101
> COc1ccc(CCNC(=O)c2cc(S(=O)(=O)N(C)C)ccc2N2CCCC2)cc1OC
 : -8	2	-17	-6	-5	-0.5	97	78	78
> CN1C(c2ccccc2)=NO[C@]1(C)c1ccccc1
 : 5	0	-5	10	-1	-4.6	88	93	92
> Cc1cc(NC(=O)CCC(=O)N(CC(=O)NC2CCCC2)c2ccccc2)no1
 : -2	0	-2	-1	11	1.1	93	107	100
> CN(CC(=O)Nc1ccccc1Br)C(=O)c1ccc2c(=O)n3c(nc2c1)CCC3
 : 5	0	-4	3	10	·	95	93	106
> Cc1cc(C)cc(NC(=O)CSCc2nc3c(nnn3Cc3ccc(F)cc3)c(=O)[nH]2)c1
 : -2	0	5	7	-2	-1.1	90	97	25
> O=[N+]([O-])c1ccc(NCCCO)c(C(F)(F)F)c1
 : 2	4	5	6	0	0.7	119	104	105
> CCOC(=O)c1nn(-c2ccc(C)cc2)cc1C(=O)c1ccccc1
 : -3	0	-2	1	2	2.8	91	·	101
